Screens deposited in PubChem by several laboratories.
STAT3 inh = reduces IL-6 driven STAT3 reporter signal; U3A cells, IL-6 STAT3-luciferase reporter, luminescence; host cell line lacks STAT1; 0.89% of 190,000 active; inhibition, % at 5.5 µM;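 active = inhibition above the mean inhibition across all screened compounds plus 3 SD, cut at about 44% in these data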;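 also: 0% = DMSO only wells and 100% = 100 µM nifuroxazide control wells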
PPARg SRC-2 ag = PPARgamma-driven SRC-2 recruitment agonism | PPARgamma LBD-SRC-2 recruitment, biochemical | activation, % at 8 µM | 0.34% of 200,000 active | AID 1032; in the data active = activation above about 22%;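 also: 0% = vehicle and 100% = reference agonist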
Target sequence (P37231 whole entry, looked up, the tested form may be a part): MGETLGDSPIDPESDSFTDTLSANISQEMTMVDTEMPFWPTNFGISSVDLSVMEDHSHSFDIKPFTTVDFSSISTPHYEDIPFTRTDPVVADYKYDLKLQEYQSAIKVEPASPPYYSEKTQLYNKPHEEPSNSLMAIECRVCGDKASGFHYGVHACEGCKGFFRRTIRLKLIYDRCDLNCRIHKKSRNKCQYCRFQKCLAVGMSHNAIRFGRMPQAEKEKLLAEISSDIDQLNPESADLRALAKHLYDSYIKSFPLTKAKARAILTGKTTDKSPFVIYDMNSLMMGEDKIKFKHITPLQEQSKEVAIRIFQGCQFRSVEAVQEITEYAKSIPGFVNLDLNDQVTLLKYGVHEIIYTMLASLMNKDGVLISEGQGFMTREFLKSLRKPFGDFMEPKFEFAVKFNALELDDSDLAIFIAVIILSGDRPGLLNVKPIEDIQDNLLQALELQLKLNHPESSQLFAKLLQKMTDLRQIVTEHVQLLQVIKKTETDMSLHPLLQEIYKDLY
ROMK primary = modulators of human ROMK potassium channel. P48048. Tet-inducible ROMK, thallium flux fluorescence; actives lie on both sides. B-score at 10 µM. 2% of 130,000 active. AID 1918;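 active = signal ratio slope over the read window, or its plate-corrected B-score, at least 3 SD from the plate mean, either direction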;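 also: B-score of the F/F0 ratio slope over 7 to 12 s after thallium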
TR-FRET SRC-2 ct = TR-FRET artefact, counter-screen to PPARgamma/SRC-2 agonist assay; hits give high values; TR-FRET ratio at 8 µM; 0.4% of 200,000 active; AID 1049; in the data active = TR-FRET ratio above about 2000; also: inactives centre near 1500
PPARg SRC-1 ag = promotes SRC-1 coactivator recruitment by human PPARgamma. P37231. PPARgamma-SRC-1 coactivator recruitment biochemical assay. activation, % at 8 µM. 0.41% of 200,000 active; in the data active = activation above about 19%;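 also: 0% = DMSO and 100% = reference agonist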
STAT1 inh = inhibitors of IFN-gamma induced STAT1 signaling. NIH 3T3 STAT1-luciferase reporter, luminescence. 0.35% of 200,000 active. inhibition, % at 5.5 µM. AID 920;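 active = inhibition above a set limit, the mean inhibition across all tested compounds plus 3 SD, cut at about 34% in these data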;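 also: 0% = IFN-gamma with DMSO and 100% = IFN-gamma with 300 µM nifuroxazide; values of inactives mirror those of a sister screen read the other way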
bIAP activator = increases bovine intestinal alkaline phosphatase activity | purified bovine IAP, CDP-star luminescence, 30 min; hits give high values; fold of DMSO-control signal, blank-subtracted | activation factor at 20 µM | 0.17% of 200,000 active | AID 1016;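 active = activation factor of 2 or more at 20 µM, a signal rise over negative controls twice the positive control's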
PPARg SRC-3 ag = agonists of human PPARgamma SRC-3 coactivator recruitment. biochemical PPARgamma/SRC-3 coactivator recruitment assay. activation, % at 8 µM. 0.26% of 200,000 active. AID 731; in the data active = activation above about 23%;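 also: 0% = DMSO and 100% = reference agonist; some compounds past the cut are filed as inactive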
TNAP act hiacc = activators of human TNAP at high phosphate acceptor concentration. P05186. purified TNAP, CDP-star luminescence, 1 M DEA, 30 min; hits give high values; 0 = EDTA background, 1 = DMSO-only activity. activation factor at 20 µM. 200,000 tested, under 10 active. AID 1136;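 active = activation factor at least 2 at 20 µM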
Target sequence (P05186 whole entry, looked up): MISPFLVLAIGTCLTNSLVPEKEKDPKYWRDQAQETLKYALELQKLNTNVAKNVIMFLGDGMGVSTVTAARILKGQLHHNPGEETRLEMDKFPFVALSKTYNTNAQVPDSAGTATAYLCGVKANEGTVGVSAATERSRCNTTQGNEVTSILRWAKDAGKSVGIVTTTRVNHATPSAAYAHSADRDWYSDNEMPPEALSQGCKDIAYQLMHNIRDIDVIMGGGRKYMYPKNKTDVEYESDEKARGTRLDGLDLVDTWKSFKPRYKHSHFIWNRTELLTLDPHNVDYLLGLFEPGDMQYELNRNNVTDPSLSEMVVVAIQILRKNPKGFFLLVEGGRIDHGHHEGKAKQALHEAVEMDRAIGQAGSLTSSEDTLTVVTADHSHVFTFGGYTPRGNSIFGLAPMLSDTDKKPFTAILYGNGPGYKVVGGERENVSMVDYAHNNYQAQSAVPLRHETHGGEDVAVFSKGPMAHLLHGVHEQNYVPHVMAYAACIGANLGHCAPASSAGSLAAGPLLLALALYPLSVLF
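Control set: EDTA negative control, DMSO positive control / Assay system: human TNAP / Quantity: TNAP 1/800 final / Evaluation: TNAP activation factor scaled between EDTA and DMSO control wells / Measured by: luminescent substrate turnover signal / Compound dosing: one dose, 20 µM / Times: 30 min enzyme reaction at room temperature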
STAT3 activator = activators of IL-6 induced STAT3 signaling. activation (% of control), % at 5.6 µM. 0.91% of 190,000 active. U3A cells, IL-6 STAT3-luciferase reporter, luminescence; 100% = signal with IL-6 EC80 alone;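 active = activation above the screen-wide mean of compound activation plus 3 SD, cut at about 130% in these data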;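 also: 0% = background luminescence of wells with medium and substrate only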
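Assay system – human STAT1-deficient U3A cells with stable STAT3-luciferase reporter · Also added – IL-6 (33 ng/mL) · Schedule – compound 1 h, then IL-6 6 h at 37 °C · Technique – reporter luminescence signal · Evaluation – % activation versus median of IL-6-stimulated wells · Benchmarks – IL-6-only wells as 100% reference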
bIAP inh = intestinal alkaline phosphatase (bovine) inhibition; purified bovine IAP, CDP-star luminescence, 30 min; inhibition, % at 20 µM; 190,000 tested, under 10 active;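 active = over 50% inhibition of intestinal alkaline phosphatase at 20 µM in the single-dose screen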
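System: Purified bovine intestinal alkaline phosphatase (IAP) enzyme | Input: IAP diluted 1/65,000,000 in the well | Also added: CDP-star chemiluminescent phosphatase substrate, 30 µM final | Dosing: 20 µM single dose | Times: Enzyme reaction for 30 min at room temperature | Detection: Luminescence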
Starred values were filed as active, the others as inactive; . = no result given. Hits appear at their usual frequency; 3.7% or so of the library scored in one or more.

SMILES	STAT3 inh	PPARg SRC-2 ag	ROMK primary	TR-FRET SRC-2 ct	PPARg SRC-1 ag	STAT1 inh	bIAP activator	PPARg SRC-3 ag	TNAP act hiacc	STAT3 activator	bIAP inh
Cc1ccc(C(=O)OCC(=O)c2c[nH]c3ccccc23)cc1S(=O)(=O)N1CCCCC1	13	3	-0.18	1592	3	9	0.9	6	1.1	91	13
COc1cccc(CNC(=O)C2CCN(c3cnccn3)CC2)c1	-6	2	.	1334	-13	1	1	-12	1	109	-1
CC(C)NC(=O)CSc1nnc(-c2ccncc2)n1-c1ccccc1	6	2	0.047	1786	1	-4	0.9	10	1.1	100	12
O=C1c2ccccc2C(=O)N1CCc1c[nH]c2ccccc12	9	5	-0.26	1597	-1	-65	1.1	6	1	98	-12
O=C(CSc1nc2c(sc3ccccc32)c(=O)n1CCCN1CCOCC1)NC1CCCC1	4	9	-0.57	1551	0	0	1.1	-4	1.1	101	-6
CCC(C)NC(=O)CN(c1cc(Cl)cc(Cl)c1)S(C)(=O)=O (stereo unspecified)	6	4	0.025	1454	-1	-6	0.9	4	1.1	99	8
COC(=O)C1C/C(=N\NS(=O)(=O)c2ccc(C)cc2)c2sccc2C1 (stereo unspecified)	-32	-2	-0.57	1555	-3	4	0.9	1	1	125	5
O=C(Nc1ccccc1C(F)(F)F)Nc1cccc2ccccc12	-1	-4	0.011	1477	-3	-3	0.9	-1	1.1	107	10
O=C(CSCSCC(=O)Nc1ccc2c(c1)OCO2)Nc1ccc2c(c1)OCO2	0	-11	.	1508	-3	-3	0.9	-10	1	105	9
CC(=O)Nc1cccc(NC(=O)c2cc(C)on2)c1	-14	3	.	1555	1	-3	0.9	-3	1	113	7
COc1cc2c(c(OC)c1OC)CC(=O)N(C)CC2	-12	0	-0.13	1557	8	-7	1.1	0	1	111	-8
CCCCCNc1nc(N2CCCC2)c2c(c1C#N)CCN(C)C2	2	-3	.	1738	-5	7	1.1	8	1	102	-7
Cc1noc(NS(=O)(=O)c2ccc(NC(=O)CC34CC5CC(CC(Br)(C5)C3)C4)cc2)c1C	0	-5	.	1360	0	4	1	-6	1	104	-2
Cc1cc(=O)[nH]c2c1c(=O)[nH]n2C1CC(C)N(C)CC1C (stereo unspecified)	10	3	0.098	1372	1	-2	1.1	-1	1	99	-7
Cc1ccc(S(=O)(=O)NCCC(=O)Nc2ccc3c(c2)OCO3)cc1	13	2	.	1502	4	7	0.7	4	1.1	96	29
Cc1noc(C)c1C(=O)OCC(=O)Nc1ccc(C(N)=O)cc1	6	1	-1.3	1703	8	-6	1	5	1	96	-4
CC(C)Oc1ccc(C2CC(=O)NC3=C2C(=O)CCC3)cc1 (stereo unspecified)	3	8	-0.46	1482	4	-6	0.9	-4	1	100	8
CCN(CC)C(=S)Nc1ccc2nc3n(c(=O)c2c1)CCCCC3	4	2	0.09	1430	2	11	1.1	4	1	100	-8
CCOC(=O)c1c(NC(C)=O)sc2c1C1CCN2CC1	-3	7	0.77	1600	2	3	.	0	.	105	.
CCCCOc1nc2ccccc2nc1C(C#N)C(=O)NC1CCCCC1 (stereo unspecified)	-1	-5	0.58	1620	-2	-2	0.8	-3	1	105	15
COCCCn1c(=N)c(C(=O)NCC2CCCO2)cc2c(=O)n3ccccc3nc21 (stereo unspecified)	6	0	.	1396	-4	-5	1.1	-8	1	103	-6
CCOc1ccccc1NC(=O)CN1C(=O)C(C)SC(C)C1=O (stereo unspecified)	-7	7	-0.065	1620	0	14	1	4	1	111	-4
CC(=NCCCn1ccnc1)c1c(O)n(Cc2ccccc2)c(=O)[nH]c1=O	-5	-2	-0.1	1452	0	-4	1.2	-8	1	107	-16
O=[N+]([O-])c1ccc(S(=O)(=O)NCCc2cn3ccccc3n2)cc1	-3	-8	0.0093	1537	-1	0	0.9	5	1.1	102	14
O=C(COC(=O)c1n[nH]c2ccccc12)Nc1ccc([N+](=O)[O-])cc1	18	2	-0.28	1486	-1	6	0.9	-1	1	85	12
Cc1n[nH]c(C)c1CCC(=O)N/N=C/c1cccc([N+](=O)[O-])c1	0	-1	0.8	1492	-5	-8	1	8	1.1	101	3
Oc1ccc(C2C(c3ccccc3)=NN=C(c3ccccc3F)N2O)c(O)c1 (stereo unspecified)	1	0	-0.046	1538	-6	0	0.9	3	1	100	12
OC(COc1cccc2ccccc12)CN1CCCC1 (stereo unspecified)	6	8	.	1718	13	3	1	6	1.1	98	4
CCC1(C)Cc2ccccc2-c2nc(-c3ccccc3)oc(=O)c21 (stereo unspecified)	8	-5	.	1442	0	-6	1	2	1.1	94	0
O=C(NCCCN1CCCC1=O)Nc1ccc(F)c(Cl)c1	-2	12	.	1617	6	-5	0.9	10	1	105	5
COC(=O)C(Cc1ccc(O)cc1)NC(=O)c1ccccc1 (stereo unspecified)	-4	6	-0.11	1557	-1	-3	0.9	8	1	103	8
Cc1ccc(S(=O)(=O)N2CCOCC2)cc1NC(=O)c1cccc(S(=O)(=O)N2CCCC2)c1	6	1	0.75	1521	-13	8	1.2	0	1.1	97	-24
COc1ccc(NC(=S)N2CCN(Cc3ccccc3)CC2)cc1	3	5	0.16	1596	1	-5	0.9	4	1	103	8
O=C(CNC(=S)N(Cc1ccccc1)Cc1ccccc1F)NCc1ccc(Cl)cc1	-5	0	-0.17	1541	4	5	1.1	5	1	106	-14
CCOCCCNC(=O)N[C@@H](Cc1ccccc1)C(=O)OC	8	-7	.	1428	-7	-1	0.9	-8	1	96	10
CCCOc1ccc(C(C)=O)cc1CN1CCOCC1	-8	8	-0.18	1685	-7	-9	0.8	-4	1.1	107	16
C=CCN(CC=C)S(=O)(=O)c1ccc(NC(=O)COc2ccccc2OC)cc1	1	0	-0.57	1616	-4	2	1	-8	1.1	101	3
CCOC(=O)C1(S(=O)(=O)c2ccccc2)CCN(Cc2ccccc2)CC1	11	0	0.076	1276	-4	6	0.9	-9	1	97	8
CCOC(=O)C1(Cc2ccccc2C)CCCN(S(=O)(=O)c2cccnc2)C1 (stereo unspecified)	14	9	0.44	1597	6	4	1.1	-1	1	93	-8
S=C(NCc1ccccc1)N1CCN(c2cccc(Cl)c2)CC1	16	-7	-0.038	1296	7	18	0.8	1	1	93	20
O=C(CCC1CCCC1)NCc1ccccn1	7	10	.	1627	-3	3	1.2	8	1	98	-16
CCOC(=O)c1ccc(N/C(=N/S(=O)(=O)c2ccccc2)c2ccccc2)cc1	-3	-5	0.087	1452	-2	-4	0.7	-1	1	101	31
CCOc1ccc2nc(SCC(=O)Nc3cc4c(cc3C(C)=O)OCO4)[nH]c2c1	11	6	.	1570	-4	3	1	1	1.1	100	-3
COc1ccc(C(=O)c2c(C(F)(F)F)oc3c2C(=O)c2ccccc2C3=O)cc1OC	18	5	-0.98	1407	-2	-5	1	-8	1.1	90	-2
Cn1c(=O)c2c(ncn2CC(=O)N2CCN(c3ccccc3F)CC2)n(C)c1=O	5	19	0.39	1610	-6	9	1	-8	1	96	0

Sorted by SMILES length (low to high): 3 of the compounds above
SMILES	STAT3 inh	PPARg SRC-2 ag	ROMK primary	TR-FRET SRC-2 ct	PPARg SRC-1 ag	STAT1 inh	bIAP activator	PPARg SRC-3 ag	TNAP act hiacc	STAT3 activator	bIAP inh
O=C(CCC1CCCC1)NCc1ccccn1	7	10	.	1627	-3	3	1.2	8	1	98	-16
Cc1cc(=O)[nH]c2c1c(=O)[nH]n2C1CC(C)N(C)CC1C (stereo unspecified)	10	3	0.098	1372	1	-2	1.1	-1	1	99	-7
Cc1n[nH]c(C)c1CCC(=O)N/N=C/c1cccc([N+](=O)[O-])c1	0	-1	0.8	1492	-5	-8	1	8	1.1	101	3

Later entries:
SMILES	STAT3 inh	PPARg SRC-2 ag	ROMK primary	TR-FRET SRC-2 ct	PPARg SRC-1 ag	STAT1 inh	bIAP activator	PPARg SRC-3 ag	TNAP act hiacc	STAT3 activator	bIAP inh
N#Cc1ccc2c(c1)nc1ccccn12	20	5	.	1867	9	-7	1.1	8	1	85	-7
CCNc1nc(NC(C)C)nc(N(n2cnnc2)S(=O)(=O)c2ccc(C)cc2)n1	-3	-8	0.42	1454	-8	8	1	2	1	101	3
COc1ccccc1NC(=O)CN1CCN(c2ccc(Cl)cc2)CC1	13	5	-0.63	1407	8	-1	1.1	-5	1	92	-8
Cc1ccc(-c2nc3ccccc3o2)cc1NC(=O)c1ccc2c(c1)OCO2	-2	2	.	1528	-3	-28	0.9	10	1.1	105	8
CC(=O)Oc1ccccc1N(C(C)=O)S(=O)(=O)c1cccc([N+](=O)[O-])c1	5	0	-0.53	1438	2	2	1.3	0	1	100	-26
Cc1c(C(=O)OCCOC(C)C)[nH]c2c1C(=O)CC(C)(C)C2	1	4	.	1536	4	2	0.9	3	1	99	5
COC(=O)c1cc(C(=O)N2CCN(c3cccc(C)c3C)CC2)cc([N+](=O)[O-])c1	5	-7	2.8*	1382	-8	11	1.1	-1	1	98	-10
CN(C)CCCN(C(=O)CCOc1ccccc1)c1nc2ccc(F)cc2s1	-2	-9	-0.71	1474	1	10	0.9	-7	1	103	6
O=C(CCC(=O)N1CCCc2ccccc21)N1CCN(S(=O)(=O)c2ccccc2)CC1	14	-7	-0.46	1604	1	6	1	-8	1.1	91	0
N/C(=N\OC(=O)Cc1ccccc1[N+](=O)[O-])c1ccc(Br)cc1	12	-6	-0.36	1525	4	0	1	0	1	95	1
O=C(OCC(=O)N1CCc2ccccc2C1)c1ccc(N2CCOCC2)c([N+](=O)[O-])c1	-1	5	.	1660	0	5	0.9	-10	1	97	10
Brc1ccccc1Cn1c(-c2cncs2)nc2ccccc21	11	4	.	1607	5	-1	0.9	8	1.1	98	7
CCOC(=O)C(NC(=O)c1ccccc1Cl)(Nc1sc2c(c1C(N)=O)CCC2)C(F)(F)F (stereo unspecified)	-10	-2	.	1495	7	-3	1	5	1	108	-2
COc1ccc(NC(=O)Nc2ccccc2SC)cc1	20	-3	.	1556	-4	-15	0.9	2	1	84	10
Cc1cc(C(=O)Nc2ccc3c(c2)OCCO3)c(C)o1	5	-6	.	1431	-6	-33	0.9	3	1	99	14
O=C(O)c1ccccc1OCCOc1ccccc1	-6	9	.	1615	4	-12	0.9	-5	1	109	12
CCC1(CC)Cc2ccccc2C2=C(C(=O)N3CCCCC3)C(=O)C(=O)N21	-6	-2	0.36	1358	-2	-9	1.1	0	1.1	110	-10
Nc1ccc(N2CCCCC2)cc1N1CCCCC1	6	15	.	1580	2	-4	0.8	14	1	99	21
O=c1cc(NCc2ccccc2)nc2ccccn12	11	3	-0.87	1583	5	-15	1.1	-2	1	92	-6
Cc1nn(C)cc1CNC(=O)Nc1ccc(Cl)c(Cl)c1	-11	9	-0.2	1602	-3	-14	1.1	-4	1.1	116	-10
